TGFb SMAD3 inh – inhibitors of TGF-b signaling; HepG2 CAGA-GFP TGF-b/SMAD3 reporter, GFP fluorescence, 18 h; TGF-beta stimulated, 500 pg/mL final; Potency, µM (titrated, usually from 46.1 µM), without a hit: top-dose activity, negative = inhibition, usual class: inhibitors; hit rate 1.2% among 410,000; AID 588855; further: on the % scale 0 is the no-effect control and ±100 the full control effect; nearly all actives have a fitted effect of over 65% in size
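Per well, imaged GFP fluorescence of HEPG2 CAGA-GFP cells gives the signal; cells get compound, then TGF-beta (500 pg/mL final), 18 h at 37 degrees C; %Activity versus -TGF-beta and +DMSO controls.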
HepG2 viability – HepG2 cytotoxicity, counter-screen for TGF-b inhibitors. HepG2 CAGA-GFP viability, ATP luminescence, 18 h. hit rate 0.76% among 410,000. Potency, µM (top dose mostly 46.1 µM), inactives show top-dose activity change, negative = cytotoxicity, most hits filed as cytotoxic; further: some results filed as inactive show a strong effect at the top dose
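CellTiter-Glo luminescence gave cytotoxicity after 18 hours at 37 degrees C. The cells were HepG2 CAGA-GFP in 1% FBS DMEM, stimulated with 500 pg/mL TGF-beta after compound addition. %Activity was normalised to no-cell wells (complete cell-killing) and DMSO (no toxicity), and curves were fitted and classified.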
EPAC2 antag – blocks human EPAC2 exchange factor; EPAC2 GEF exchange of Rap1B-BODIPY-GDP, fluorescence; Potency, µM (titrated, usually from 114 µM), for inactives: top-dose activity, negative = inhibition, usual class: inhibitors; hit rate 0.18% among 360,000; further: on the % scale 0 is the no-effect control and ±100 the full control effect; nearly all actives have a fitted effect of over 45% in size; many of its hits are not listed in these tables
Target sequence (Q8WZA2 whole entry, looked up): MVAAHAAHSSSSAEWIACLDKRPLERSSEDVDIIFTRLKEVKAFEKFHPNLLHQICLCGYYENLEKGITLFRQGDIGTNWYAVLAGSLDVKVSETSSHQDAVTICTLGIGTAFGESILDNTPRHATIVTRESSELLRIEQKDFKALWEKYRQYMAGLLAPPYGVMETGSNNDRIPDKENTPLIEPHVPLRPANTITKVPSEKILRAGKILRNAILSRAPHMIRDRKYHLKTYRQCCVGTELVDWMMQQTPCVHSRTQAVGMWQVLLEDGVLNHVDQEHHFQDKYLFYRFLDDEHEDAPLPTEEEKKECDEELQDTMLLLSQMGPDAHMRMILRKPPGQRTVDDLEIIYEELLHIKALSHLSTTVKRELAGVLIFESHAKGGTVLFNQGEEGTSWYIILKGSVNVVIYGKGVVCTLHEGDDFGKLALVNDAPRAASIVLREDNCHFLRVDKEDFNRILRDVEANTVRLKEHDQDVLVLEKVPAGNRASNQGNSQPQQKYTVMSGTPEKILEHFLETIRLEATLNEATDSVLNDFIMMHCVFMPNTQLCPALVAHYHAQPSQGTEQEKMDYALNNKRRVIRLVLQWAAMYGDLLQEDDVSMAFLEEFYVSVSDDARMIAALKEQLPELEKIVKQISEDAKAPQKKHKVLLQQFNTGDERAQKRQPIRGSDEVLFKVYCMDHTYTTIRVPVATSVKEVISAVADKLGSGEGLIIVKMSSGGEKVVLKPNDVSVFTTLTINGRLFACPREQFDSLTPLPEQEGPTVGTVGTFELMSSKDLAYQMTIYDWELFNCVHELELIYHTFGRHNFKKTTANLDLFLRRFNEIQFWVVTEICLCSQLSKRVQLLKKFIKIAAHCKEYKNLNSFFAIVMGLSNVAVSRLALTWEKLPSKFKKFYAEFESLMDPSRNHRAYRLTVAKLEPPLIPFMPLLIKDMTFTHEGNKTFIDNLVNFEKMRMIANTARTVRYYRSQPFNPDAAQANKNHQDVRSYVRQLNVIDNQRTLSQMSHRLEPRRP
ATXN viability – reduces viability in counter-screen for ATXN expression inhibitors; S2 cells (HEK-293 line with an ATXN2-luciferase reporter) viability, CellTiter-Fluor protease fluorescence, 24 h; Potency, µM (highest dose often 56.7 µM), usual class: cytotoxic; hit rate 0.49% among 400,000; AID 651635; further: nearly all actives have a fitted effect of over 40% in size
Nrf2 inh – inhibitors of Nrf2 signaling | A549 ARE-Fluc reporter, luciferase luminescence, 18-24 h | Potency, µM (titrated, usually from 46 µM), for the others: at the top dose activity change, negative = inhibition, usual class: inhibitors | hit rate 2.1% among 360,000 | AID 504444; further: on the % scale 0 is the no-effect control and ±100 the full control effect; nearly all actives have a fitted effect of over 60% in size
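Quantitative HTS in A549 cells stably bearing an antioxidant response element-firefly luciferase construct. Inhibition of Nrf2-driven transcription was scored by luminescence after 18-24 h of compound exposure at 37 °C.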
A549 viability – kills or reduces viability of A549 cells in Nrf2 counter-screen | A549 ARE-Fluc cells, CellTiter-Fluor viability, 18-24 h | Potency, µM (titrated, usually from 46 µM), for inactives: at the highest dose activity change, negative = cytotoxicity, usual class: inhibitors | hit rate 0.16% among 390,000 | AID 504648; further: on the % scale 0 is the no-effect control and ±100 the full control effect
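A549 ARE_Fluc cells in 5% FBS OPTI-MEM were exposed to compounds in concentration-response for 18-24 h at 37 deg C. Viability was read by CellTiter-Fluor fluorescence (Ex 405/Em 525) after 30 min, before the luciferase read.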
MCF10A rereplic – DNA re-replication induction in MCF 10a cells. MCF 10A DNA re-replication, Hoechst nuclear intensity, 48 h. Potency, µM (top dose mostly 46.1 µM), for the others: top-dose activity, positive = re-replication, usual class: activators. hit rate 2.9% among 350,000. AID 624296; further: % of control where 0% means no effect; nearly all actives have a fitted effect of over 50% in size
Nrf2 activator – Nrf2 pathway activation. AREc32 ARE-luciferase reporter (MCF7-derived line), luminescence, 24 h. Potency, µM (top dose mostly 46.1 µM), for the others: top-dose activation, usual class: activators. hit rate 0.31% among 410,000. AID 624171; further: % of control where 0% means no effect; nearly all actives have a fitted effect of over 65% in size
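For detection, Steady-Glo was added and plates sat 30 min at RT; before that, AREc32_Fluc cells grown overnight in OPTI-MEM/5% FBS had been treated with 23 nL compound for 24 hr at 37 deg C.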
ATXN2 expr inh – ATXN2 expression inhibition; HEK-293 ATXN2-luciferase reporter, luminescence, 24 h; Potency, µM (doses to about 57 µM), for inactives: at the top dose activity change, negative = inhibition, most hits filed as inhibitors; hit rate 0.72% among 360,000; further: on the % scale 0 is the no-effect control and ±100 the full control effect; nearly all actives have a fitted effect of over 55% in size
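qHTS (up to 57 uM final) was run with 24 h compound exposure of reporter cells at 37 °C. Each well was multiplexed: SteadyGlo luminescence measured ATXN2-luciferase expression after a fluorogenic Gly-Phe-AFC viability readout (25 uM final).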
* marks the source's active call; other numbers are inactive results; i = inactive; u = inconclusive; x = no result given; & = joins results of further samples; [ ] = remark or other dose. The call rests on the fitted dose curve; in most records, active means well fitted curve in the direction sought with a large enough effect; inconclusive means small, poorly fitted or top-dose-only effect, or another doubt; inactive means no such curve, though single readings can be large; an effect the other way counts as inactive or inconclusive. Potency means the concentration at half of the fitted maximal effect. This is a subset; the hit share may differ from the screen's.

SMILES	TGFb SMAD3 inh	HepG2 viability	EPAC2 antag	ATXN viability	Nrf2 inh	A549 viability	MCF10A rereplic	Nrf2 activator	ATXN2 expr inh
COc1cccc(-n2c(=O)c3sccc3n(CC(=O)NC3CCCC3)c2=O)c1	u	3%	5%	i	-7%	-5%	0%	-0.2%	-12%
CCCc1nc2c3ccccc3ccn2c1Cc1cccc(F)c1	u	-41%	-5%	u	x	x	x	0.2%	-16%
COc1ccc(NC(=O)CC2C(=O)N(c3ccccc3)C(=O)N2CCc2cccs2)cc1 (configuration not stated)	-4%	-6%	-17%	i	0%	-2%	0%	2.0%	-4%
CC1(C(=O)Nc2cccc(NS(C)(=O)=O)c2)Cc2c(-c3ccc(C(N)=O)cc3)ccnc2O1 (configuration not stated)	12%	3%	7%	i	x	x	x	3.7%	12%
COc1ccccc1CC(=O)Nc1ccc2nc(Nc3cccc(Cl)c3)cc(C)c2c1	0%	-16%	x	i	u	-18%	x	0.5%	0%
COc1cccc(C(O)c2ncc(-c3cccc(C(F)(F)F)c3)[nH]2)c1 (configuration not stated)	5%	-1%	-17%	i	x	x	x	4.0%	2%
Cc1cc(C2C(=O)CC(=O)CC2c2ccccc2)on1 (configuration not stated)	9%	20%	13%	u	-4%	-4%	-9%	0.1%	1%
CC1=C(CC(=O)c2ccc(Cl)cc2)C(=O)c2ccccc2C1=O	13µM*	13µM*	-3%	i	u	u	4.1µM*	-0.8%	66%[activator]
Cc1ccc(-n2c(SCC(=O)Nc3ccc4c(c3)OCCO4)nc3c([nH]c4ccccc43)c2=O)cc1	2%	8%	x	x	x	-9%	x	6.4%	x
CC(Sc1ccc(Cl)cc1)C(=O)NNC(=O)c1csc(N2CCOCC2)n1 (configuration not stated)	6%	-16%	-3%	i	-1%	1%	1%	0.4%	-2%
OCCC1CN(C/C(Cl)=C/c2ccccc2)CCN1C1CCCC1 (configuration not stated)	11%	0%	-5%	i	3%	3%	-27%	0.1%	-23%
CC(C)COc1ccc(C(=O)Nc2cccc(-c3nc4ccccc4[nH]3)c2)cc1	u	-39%	x	x	23µM*	-18%	x	-1.3%	x
Cc1cccc(Oc2ccc(NS(=O)(=O)c3ccc(C)c(C(=O)O)c3)cc2)c1	0%	1%	-6%	i	-2%	4%	-5%	0.1%	2%
CC(=O)N1Cc2ccccc2C(C)CC12CCCC2 (configuration not stated)	u	-27%	-3%	i	-27%	1%	0%	-1.3%	u
O=C1/C(=C\c2cccs2)N=C(c2cccs2)N1Nc1ccccc1	-20%	-24%	0%	i	u	-18%	4%	0.2%	-2%
CC1Cc2nc(SCC(=O)Nc3nccs3)n(Cc3ccccc3)c(=O)c2S1 (configuration not stated)	u	-2%	7%	u	u	-2%	9%	3.2%	1%
COC1(OC)C(/C=C/c2ccc(C)cc2)C(C#N)(C#N)C1(OC)OC (configuration not stated)	u	-4%	-26%	i	u	u	18µM*	u	-4%
COc1ccccc1N1CCN(C(=O)Cn2c(=O)nc(-c3ccccc3)c3ccccc32)CC1	u	-29%	x	x	x	11%	x	-0.5%	x
O=C(CSc1nnc(NC2CCCCC2)s1)NC1CCS(=O)(=O)C1 (configuration not stated)	5%	1%	-5%	i	-11%	x	6%	0.2%	-5%
O=C1C(Cl)=C(Nc2ccccc2O)C(=O)N1CCc1ccccc1	u	-26%	-5%	i	4%	0%	2%	u	0%
CN(C)CCOC(=O)C12CC3CC(CC(C3)C1)C2	-14%	-5%	0%	i	x	-2%	-18%	-0.7%	-9%
Cc1cc(=O)cc(C)n1-c1ccccc1N	10%	-2%	23%	i	15%	-10%	2%	4.6%	x
O=C(NN=Cc1ccc(N2CCOCC2)s1)c1ccc([N+](=O)[O-])cc1	5%	-6%	6%	u	u	u	1%	0.8%	-36%
CCCNC(=O)Cn1c(=O)n(CC2CCC(C(=O)NC)CC2)c(=O)c2sccc21 (configuration not stated)	4%	1%	x	i	-1%	5%	x	0.2%	0%
CC(=O)OCC(=O)Nc1ccc(Cl)cc1Cl	6%	5%	-1%	i	1%	-9%	1%	-1.2%	8%

Molecules above containing fluorine:
SMILES	TGFb SMAD3 inh	HepG2 viability	EPAC2 antag	ATXN viability	Nrf2 inh	A549 viability	MCF10A rereplic	Nrf2 activator	ATXN2 expr inh
CCCc1nc2c3ccccc3ccn2c1Cc1cccc(F)c1	u	-41%	-5%	u	x	x	x	0.2%	-16%
COc1cccc(C(O)c2ncc(-c3cccc(C(F)(F)F)c3)[nH]2)c1 (configuration not stated)	5%	-1%	-17%	i	x	x	x	4.0%	2%

The main list resumes, repeating the 2 entries before the break.
SMILES	TGFb SMAD3 inh	HepG2 viability	EPAC2 antag	ATXN viability	Nrf2 inh	A549 viability	MCF10A rereplic	Nrf2 activator	ATXN2 expr inh
CCCNC(=O)Cn1c(=O)n(CC2CCC(C(=O)NC)CC2)c(=O)c2sccc21 (configuration not stated)	4%	1%	x	i	-1%	5%	x	0.2%	0%
CC(=O)OCC(=O)Nc1ccc(Cl)cc1Cl	6%	5%	-1%	i	1%	-9%	1%	-1.2%	8%
Cc1cccc(NC(=O)C2CCCN2S(=O)(=O)c2ccc3nc(-c4ccccc4)[nH]c3c2)c1 (configuration not stated)	u	-25%	x	x	u	-8%	x	4.0%	x
O=C(O)c1ccc(NC(=O)c2cccc(N3C(=O)C4C5CCC(C5)C4C3=O)c2)cc1 (configuration not stated)	0%	32%	9%	u	-5%	-15%	-8%	-1.0%	2%
Cc1ccc(S(=O)(=O)NCc2ccc(C(=O)NC3CCC(C)CC3)cc2)cc1 (configuration not stated)	0%	-9%	4%	i	1%	-3%	u	-0.7%	6%
Cc1cc(N2CCN(C3CCCC3)CC2)n2c(nc3ccccc32)c1C#N	0%	-3%	5%	i	-3%	0%	-2%	0.4%	-10%
CN(C)C=NC(=O)c1ccc([N+](=O)[O-])c(CS(=O)(=O)c2ccc(Cl)cc2)c1	-16%	-11%	4%	i	u	-8%	2%	-0.4%	-7%
Cc1nc2ccccc2c(=O)n1NC(=O)CCC(=O)O	5%	-5%	-14%	i	-11%	-16%	2%	-0.7%	7%
CN(C(=O)CN1CCN(c2cc(-c3ccc(OCc4ccccc4)cc3)ncn2)CC1)c1ccccc1	u	3%	-1%	u	x	x	x	0.0%	u
O=C(NNC(=O)C1CC(=O)N(Cc2ccccc2)C1)c1ccc(Br)cc1 (configuration not stated)	-16%	-18%	0%	i	-8%	1%	0%	-0.6%	-1%
Cc1cccc(N2CCN(C(=O)c3ccc(Cl)c(S(=O)(=O)NCc4ccco4)c3)CC2)c1C	-12%	-2%	-3%	u	u	-26%	16µM*	-0.9%	u
COc1ccc(CCNC(=O)c2cc3c(=O)n4ccccc4nc3n(CCCN3CCOCC3)c2=N)cc1OC	6%	1%	-5%	u	0%	u	19%	-0.4%	0%
FC(F)(F)c1cnc(/C=C/Nc2ccccc2Cl)c(Cl)c1	20%	-10%	-2%	i	u	-9%	-184%[0.0737 µM]	21%	-6%
COc1ccc(C(=O)NCCC2=CCCCC2)cc1	0%	-14%	8%	i	u	1%	2%	-2.1%	-13%
O=C(NCc1ccccc1)C1CCCN(S(=O)(=O)c2cccc3nsnc23)C1 (configuration not stated)	u	-2%&-14%	3%	i	1%&-23%	-6%&9%	0%	-0.9%&0.6%	6%
O=C(O)c1ccc(NC(=O)c2cccs2)cc1	21%	-10%	7%	u	5%	11%[1.84 µM]	-3%	-0.7%	0%
COc1cccc(-n2c(SCC(=O)NCCc3ccccc3)nnc2-c2ccoc2C)c1	-1%	0%	-4%	i	-15%	-14%	24%	-0.3%	3%
CC(C)c1ccc(Nc2cc(C(=O)NCCCN(C)Cc3ccccc3)c3ccccc3n2)cc1	-10%	-18%	x	x	x	0%	x	0.3%	x
Clc1ccccc1C1=CC(c2ccco2)n2ncnc2N1 (configuration not stated)	20%	19%	8%	x	4%	1%	-3%	11µM*	-21%
C=CCn1c(SCC(=O)Nc2cc(C)on2)nnc1-c1ccccc1OC	-1%	-44%	-3%	i	4%	8%	5%	0.2%	x
Cc1ccc(NC(=S)N(CCN2CCCCC2)Cc2ccco2)cc1Cl	-9%	-22%	u	i	4%	0%	u	2.6%	-12%
COc1ccccc1C(=O)NCCCn1cc(Br)c(C)n1	17%	1%	-3%	i	u	-5%	8%	-0.1%	-5%
Cc1ccc(NC(=O)c2ccco2)c(NC(=O)Cc2cccs2)c1	-13%	-4%	5%	i	4%	-5%	u	0.4%	5%
COc1ccc(CN2C(=O)C(CC(C)C)Nc3ncnc(N4CCN(c5ccccn5)CC4)c32)cc1 (configuration not stated)	u	3%	u	u	u	7%	-20%	-0.8%	0%
CCCCn1c(N)c(N(CC)C(=O)c2cc(S(=O)(=O)N3CCCCCC3)ccc2OC)c(=O)[nH]c1=O	u	-4%	3%	i	14%	-6%	-2%	-0.4%	8%
Brc1ccc(-c2csc(-c3c[nH]c4ccccc34)n2)cc1	-7%	-19%	-4%	i	x	-8%	u	13%	75%[activator]
CCOCCCn1c(=NC(C)=O)c(C(=O)OCC)cc2c(=O)n3ccccc3nc21	2%&-10%	1%&-2%	5%&10%	i	1%	u	1%&-5%	-0.8%&-0.1%	5%&2%
CCNc1c(NS(=O)(=O)c2ccc(OC)c(Cl)c2)c(=O)oc2ccccc12	-15%	-33%	4%	i	20%	1%	-2%	0.7%	-15%
COC(=O)c1c(NC(=O)Cc2cccs2)sc(C(=O)N2CCCCC2)c1C	-22%	1%	-3%	u	u	2%	9%	0.1%	-28%
Cc1nnc2n1NC(c1ccc(Cl)cc1)C(C(=O)N(C)C1CCCCC1)S2 (configuration not stated)	-18%	-19%	-4%	i	5%	0%	0%	-0.3%	2%
Cc1sc(NC(=O)C2CCCCC2C(=O)O)c(C(N)=O)c1C (configuration not stated)	1%	-19%	-2%	i	-4%	4%	1%	0.4%	1%

Structures above marked active in Nrf2 inh.
molecule	TGFb SMAD3 inh	EPAC2 antag	Nrf2 inh	Nrf2 activator
CC(C)COc1ccc(C(=O)Nc2cccc(-c3nc4ccccc4[nH]3)c2)cc1	u	x	23µM*	-1.3%

Bioassay records from PubChem BioAssay.
